From PubChem BioAssay
PrPC surface inh: inhibitors of human cell surface prion protein PrPC, primary screen, cell-based, TR-FRET | Major prion protein (Homo sapiens), P04156 | TR-FRET read-out | inhibition, % at 13.8 µM | 370,000 compounds, 0.43% hits | AID 720596, 2013; in the data active = inhibition above about 24%; also: 0% = median of the test wells and 100% = reference compound wells
UGM FP inh: M. tuberculosis UGM enzyme inhibitors, primary screen, biochemical, fluorescence polarization, single point; inhibition, % at 10 µM; purified UGM, fluorescence polarization probe displacement; UDP-galactopyranose mutase (Mycobacterium tuberculosis (strain ATCC 25618 / H37Rv)), …; 320,000 compounds, 0.06% hits; in the data active = inhibition above about 10%, passing the limit was not always enough; inconclusive = no clear call, values can overlap the other calls
FBA Mtb inh: Mtb FBA enzyme inhibitors, primary screen, biochemical, fluorescence, strain H37Rv. purified M. tuberculosis FBA, fluorescence read-out. 360,000 compounds, 2.3% hits. inhibition, % at 1 µM. Fructose-bisphosphate aldolase (Mycobacterium tuberculosis (strain ATCC 25618 / H37Rv)), …; in the data active = inhibition above about 27%;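 also: 0% = vehicle and 100% = reference inhibitor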
Target sequence (P9WQA3 whole entry, looked up): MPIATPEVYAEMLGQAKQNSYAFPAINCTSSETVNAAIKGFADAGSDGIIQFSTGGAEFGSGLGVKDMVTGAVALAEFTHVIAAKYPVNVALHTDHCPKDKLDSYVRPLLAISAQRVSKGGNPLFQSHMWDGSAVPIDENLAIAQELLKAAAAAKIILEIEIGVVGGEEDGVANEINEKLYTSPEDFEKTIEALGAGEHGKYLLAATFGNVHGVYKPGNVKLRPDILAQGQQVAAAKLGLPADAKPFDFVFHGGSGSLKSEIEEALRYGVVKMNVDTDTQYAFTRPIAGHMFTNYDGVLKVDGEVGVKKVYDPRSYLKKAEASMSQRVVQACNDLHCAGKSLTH
GDH-TPI inh: GDH-TPI coupling enzyme inhibitors, primary screen, artefact control for M. tuberculosis FBA inhibitor project, biochemical, absorbance, full deck; GDH-TPI coupled enzyme counterscreen, NADH absorbance; inhibition, % at 4.8 µM; 360,000 compounds, 1.2% hits; AID 588335, 2011;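 also: 0% = DMSO wells and 100% = wells lacking the enzyme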
CCHF vOTU inh: CCHFV vOTU protease inhibitors, primary screen, biochemical, Pep-AMC substrate, fluorescence; inhibition, % at 11.5 µM; AID 651958, 2012; 370,000 compounds, 0.55% hits; also: 0% = vehicle wells with enzyme and 100% = no enzyme wells
FadD28 FP inh: inhibitors of FadD28 bisubstrate probe binding, primary screen, biochemical, fluorescence polarization, single point | 360,000 compounds, 0.22% hits | AID 588549, 2011 | inhibition, % at 12.5 µM; in the data active = inhibition above about 8.5%, passing the limit was not always enough; inconclusive = no clear call, values can overlap the other calls
BoNT F protease: BoNT/F light chain protease inhibitors, primary screen, biochemical, flow cytometry, MLPCN library; Botulinum neurotoxin type F light chain protease (Clostridium botulinum); Multiplex microsphere protease cleavage assay; inhibition, % at 10 µM; 360,000 compounds, 0.22% hits; AID 588497, 2011; in the data active = inhibition above about 35%, passing the limit was not always enough; inconclusive = no clear call, values can overlap the other calls; also: plate controls were buffer without enzyme for full effect and enzyme alone for no effect
Mtb BioA inh: M. tuberculosis BioA enzyme inhibitors, primary screen, biochemical, plate reader, single point, HTS | 7,8-diaminopelargonic acid synthase BioA (Mycobacterium tuberculosis) | purified M. tuberculosis BioA enzyme | inhibition, % at 9.99 µM | 360,000 compounds, 0.096% hits | AID 602481, 2012; in the data active = inhibition above about 40%; inconclusive = no clear call, values can overlap the other calls
BoNT A protease: BoNT/A light chain protease inhibitors, primary screen, biochemical, flow cytometry, MLPCN library | multiplex microsphere protease substrate cleavage | inhibition, % at 10 µM | 360,000 compounds, 0.17% hits | AID 588499, 2011; in the data active = inhibition above about 30%; inconclusive = no clear call, values can overlap the other calls; also: plate controls were buffer without enzyme for full effect and enzyme alone for no effect
An asterisk follows results filed as active; u = inconclusive; x = no result given. Rule as the data show it, unless noted: active = inhibition above about 30%; inactive = the rest.

no.	Molecule	PrPC surface inh	UGM FP inh	FBA Mtb inh	GDH-TPI inh	CCHF vOTU inh
1	Cc1ccccc1NC(=O)NCC1CCN(C(=O)OC(C)(C)C)CC1	2	3.2	3	7	-3
2	CCOc1ccccc1N1CCN(C(=O)c2ccc3[nH]c(C)c(C)c3c2)CC1	14	-0.2	-2	3	9
3	Cc1ccccc1NC(=O)N1CCCN(c2ccc(C#N)cn2)CC1	-3	-5.4	2	8	18
4	Cc1cccc(NC(=O)c2cnn(C)c2)c1C	0	5.3	0	-1	6
5	Cn1ccnc1SCc1cn2cc(Br)ccc2n1	6	1.3	0	-11	16
6	COC(=O)c1ccc2nc(-c3cccc(Cl)c3)c(Cc3ccccc3)n2c1	-4	x	x	x	5
7	Cc1ccc[n+](Cc2ccc([N+](=O)[O-])cc2)c1	-5	-5.7	-2	-11	3
8	Cc1ccc(CNC(=O)C(=O)NCC2OCCCN2S(=O)(=O)c2ccc(F)cc2)cc1 (configuration not stated)	9	-0.3	4	8	5
9	CCOC(=O)C1=C(CN2CC(C)CC(C)C2)NC(=O)NC1c1ccc2c(c1)OCO2 (configuration not stated)	3	-0.2	-2	5	5
10	NC(=O)c1ccc(NCc2ccco2)c([N+](=O)[O-])c1	-28	3.1	-8	3	5
11	OC1(c2cccs2)CN(c2ccccc2)C2=[N+]1CCCC2 (configuration not stated)	7	-1.7	1	10	-5
12	CCCn1c(SCc2ccc(Cl)cc2)nc2c1c(=O)[nH]c(=O)n2C	11	0.2	2	5	7
13	COc1ccc2c(c1)c(C(=O)OCCN(C)C)c(C)n2C	8	-1.9	-4	-1	0
14	CC(C)CCOc1ccc(Cl)cc1CN1CCOCC1	-2	3.6	1	-2	8
15	CCCN1CCC(=O)N([C@H](COc2ccccc2)CC(C)C)CC1	-6	0.7	0	-3	6

no.	FadD28 FP inh	BoNT F protease	Mtb BioA inh	BoNT A protease
1	-0.8	x	x	x
2	-4.6	1	-1.0	-0.6
3	-0.7	u	0.8	-0.8
4	-1.0	-2	x	0.0
5	-0.6	0	1.4	-0.3
6	x	1	x	0.2
7	-2.7	-3	x	-1.0
8	-0.5	-2	0.0	4.2
9	-1.3	0	x	0.4
10	-0.7	-5	7.0	0.0
11	-0.7	-13	-1.2	-0.8
12	-2.0	-22	-2.8	-0.2
13	0.6	-13	0.0	0.2
14	-0.9	1	-1.2	-0.3
15	-0.4	-3	1.1	-0.1

Additional structures.
no.	Molecule	PrPC surface inh	UGM FP inh	FBA Mtb inh	GDH-TPI inh	CCHF vOTU inh
16	CC(C)Oc1cc(S(=O)(=O)N2CCCCC2)ccc1N	10	0.6	1	0	5
17	[O-]/[N+](=C/c1ccccc1)c1ccccc1	3	-1.4	6	12	4
18	COc1ccc(N2C(=O)CC(NNC(=O)c3cc(C)oc3C)C2=O)cc1 (configuration not stated)	0	-0.5	0	-3	-4
19	CCOc1cc(C(=S)N2CCOCC2)ccc1OS(=O)(=O)c1ccc(OC)cc1	7	2.9	1	4	6
20	O=C(Nc1ccc2c(c1)nc1n2CCSC1)c1ccco1	3	1.3	0	2	10
21	COCc1cc(C)nc(NCCc2ccccc2)c1C#N	4	-2.1	72*	6	-58
22	Cc1onc(-c2ccccc2Cl)c1C(=O)NCC(=O)O	5	1.5	-1	-13	-9
23	COc1cc(OC)c(C(=O)OCC(=O)Nc2ccc(S(=O)(=O)N3CCOCC3)cc2)cc1OC	6	0.3	6	4	-14
24	Cc1ccc(-c2nc3ncccc3o2)cc1NC(=O)c1cccs1	-2	3.8	-3	2	-9
25	COc1c(Cl)cc(C(=O)Nc2ccc(Cl)cn2)cc1Cl	2	1.4	3	-2	4
26	O=C(NC(=S)Nc1cccc2cc(O)ccc12)c1ccco1	2	-1.7	-1	-4	1
27	C1=C\CCC2(OCCO2)C2(CC/1)OCCO2	11	x	-2	3	11
28	Cc1ccccc1OCc1nnc(SCc2nc3ccccc3c(=O)[nH]2)n1C	1	1.1	-3	-4	9
29	CCc1ccc(C(=O)Nc2nc3ccccc3[nH]2)cc1	11	1.3	1	2	14

no.	FadD28 FP inh	BoNT F protease	Mtb BioA inh	BoNT A protease
16	-4.7	-1	-0.3	-0.1
17	-2.2	-1	-0.5	1.1
18	-1.3	-7	x	-0.5
19	-3.4	u	-1.5	2.5
20	-5.9	4	3.1	0.6
21	-3.4	3	2.0	0.1
22	0.4	0	-0.7	-0.1
23	-0.1	-1	-1.7	-0.6
24	-1.2	4	x	0.1
25	-4.9	-7	-0.6	-0.3
26	-1.2	3	0.3	0.8
27	-2.4	-1	-1.6	0.3
28	-1.5	-16	x	-1.4
29	-4.2	-4	-0.5	-1.0

Entries shown so far containing a halogen, in the order listed:
no.	Molecule	PrPC surface inh	UGM FP inh	FBA Mtb inh	GDH-TPI inh	CCHF vOTU inh
5	Cn1ccnc1SCc1cn2cc(Br)ccc2n1	6	1.3	0	-11	16
6	COC(=O)c1ccc2nc(-c3cccc(Cl)c3)c(Cc3ccccc3)n2c1	-4	x	x	x	5
8	Cc1ccc(CNC(=O)C(=O)NCC2OCCCN2S(=O)(=O)c2ccc(F)cc2)cc1 (configuration not stated)	9	-0.3	4	8	5
12	CCCn1c(SCc2ccc(Cl)cc2)nc2c1c(=O)[nH]c(=O)n2C	11	0.2	2	5	7
14	CC(C)CCOc1ccc(Cl)cc1CN1CCOCC1	-2	3.6	1	-2	8
22	Cc1onc(-c2ccccc2Cl)c1C(=O)NCC(=O)O	5	1.5	-1	-13	-9
25	COc1c(Cl)cc(C(=O)Nc2ccc(Cl)cn2)cc1Cl	2	1.4	3	-2	4

no.	FadD28 FP inh	BoNT F protease	Mtb BioA inh	BoNT A protease
5	-0.6	0	1.4	-0.3
6	x	1	x	0.2
8	-0.5	-2	0.0	4.2
12	-2.0	-22	-2.8	-0.2
14	-0.9	1	-1.2	-0.3
22	0.4	0	-0.7	-0.1
25	-4.9	-7	-0.6	-0.3
